Compound activity (PubChem BioAssay)
Vif-A3F inh – qHTS for Inhibitors of Vif-A3F Interactions: qHTS | AID 602313, 2012 | HeLa A3F-eYFP + Vif (tagged APOBEC3F with the HIV-1 protein that degrades it), YFP fluorescence increase | actives 0.2% (n = 390,000) | Potency, µM (highest dose often 46.1 µM), for inactives: at the top dose activity, negative = active; note: potency is the fitted concentration of half-maximal effect; % of control where 0% means no effect; nearly all actives have a fitted effect of over 65% in size
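HeLa cells stably expressing Vif plus C-terminally eYFP-tagged A3F were seeded, incubated overnight at 37 deg C, dosed with compound, incubated overnight again at 37 deg C. Yellow fluorescence (Ex 488/Em 500-530) reported blocked Vif-mediated A3F-eYFP degradation.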
RGS4 inhibitor – Inhibitors of Regulator of G Protein Signaling (RGS) 4: qHTS; Regulator of G-protein signaling 4 (Homo sapiens), P49798; Transcreener GDP fluorescence polarization, RGS4-accelerated GTP hydrolysis; Potency, µM (series often up to 114 µM), for inactives: top-dose activity change, negative = inhibition, usual class: inhibitors; actives 0.039% (n = 390,000); note: potency is the fitted concentration of half-maximal effect; % is set by controls: 0 for no effect and ±100 for the full control effect; nearly all actives have a fitted effect of over 75% in size; some results filed as inactive show a strong effect at the top dose
Target sequence (P49798 whole entry, looked up): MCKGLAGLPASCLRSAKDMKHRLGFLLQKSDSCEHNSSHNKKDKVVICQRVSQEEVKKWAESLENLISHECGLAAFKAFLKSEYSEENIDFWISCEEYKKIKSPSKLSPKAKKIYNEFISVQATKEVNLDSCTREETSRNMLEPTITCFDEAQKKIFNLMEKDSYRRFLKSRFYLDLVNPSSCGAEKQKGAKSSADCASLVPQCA
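MLSMR compounds (23 nl, pin-transferred) preincubated 10 min at room temperature with a 500nM (2x) first reagent, then RGS4 at 900nM (2x) plus Transcreener GDP mix added; fluorescence polarization (620/688 nm) read before and after 90 min at 30 °C.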
USP1-UAF1 inh – Inhibitors of USP1/UAF1: Primary Screen; Ubiquitin carboxyl-terminal hydrolase 1 (Homo sapiens), O94782; actives 0.23% (n = 390,000); Potency, µM (top dose mostly 57.1 µM), for inactives: top-dose activity change, negative = inhibition, actives largely listed as inhibitors; recombinant USP1/UAF1, Ub-Rhodamine cleavage fluorescence; note: potency is the fitted concentration of half-maximal effect; % is set by controls: 0 for no effect and ±100 for the full control effect; nearly all actives have a fitted effect of over 60% in size; inactives centre near -12
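USP1/UAF1 complex (1 nM) preincubated 15 min at room temperature with compound, then Ub-Rho substrate (150 nM final) added. Kinetic fluorescence at 480/540 nm over 6 reads at 60 s intervals; 50 mM HEPES pH 7.8, 0.5 mM EDTA, 0.1 mg/ml BSA, 1 mM TCEP, 0.01% Tween-20.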
mIDH1 inhibitor – qHTS for Inhibitors of mutant isocitrate dehydrogenase 1 (IDH1): qHTS. Isocitrate dehydrogenase [NADP] cytoplasmic (Homo sapiens), O75874. IDH1-R132H enzyme, NADPH consumption, diaphorase/resazurin fluorescence. Potency, µM (highest dose often 76.6 µM), for inactives: at the top dose activity change, negative = inhibition, most hits filed as inhibitors. actives 0.093% (n = 390,000). AID 602179, 2012; note: potency is the fitted concentration of half-maximal effect; % is set by controls: 0 for no effect and ±100 for the full control effect; nearly all actives have a fitted effect of over 65% in size
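IDH1-R132H (0.5 ug/mL dispensed) in pH 7.5 Tris buffer was preincubated 30 min with compound, then given a substrate mix of 0.016 mM NADPH and 2 mM alpha-KG for 80 min at room temperature; remaining NADPH was read by diaphorase/resazurin fluorescence.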
TrxR1 substrate – qHTS Assay for Substrates of Mammalian Selenoprotein Thioredoxin Reductase 1 (TrxR1): qHTS; actives 0.01% (n = 390,000); purified TrxR1 substrate turnover, NADPH consumption readout; Thioredoxin reductase 1, cytoplasmic (Rattus norvegicus), O89049; Potency, µM (series often up to 114 µM), without a hit: at the highest dose activity change, negative = substrate turnover; AID 588456, 2011; note: potency is the fitted concentration of half-maximal effect; % is set by controls: 0 for no effect and ±100 for the full control effect; nearly all actives have a fitted effect of over 50% in size
Target sequence (O89049 whole entry, looked up): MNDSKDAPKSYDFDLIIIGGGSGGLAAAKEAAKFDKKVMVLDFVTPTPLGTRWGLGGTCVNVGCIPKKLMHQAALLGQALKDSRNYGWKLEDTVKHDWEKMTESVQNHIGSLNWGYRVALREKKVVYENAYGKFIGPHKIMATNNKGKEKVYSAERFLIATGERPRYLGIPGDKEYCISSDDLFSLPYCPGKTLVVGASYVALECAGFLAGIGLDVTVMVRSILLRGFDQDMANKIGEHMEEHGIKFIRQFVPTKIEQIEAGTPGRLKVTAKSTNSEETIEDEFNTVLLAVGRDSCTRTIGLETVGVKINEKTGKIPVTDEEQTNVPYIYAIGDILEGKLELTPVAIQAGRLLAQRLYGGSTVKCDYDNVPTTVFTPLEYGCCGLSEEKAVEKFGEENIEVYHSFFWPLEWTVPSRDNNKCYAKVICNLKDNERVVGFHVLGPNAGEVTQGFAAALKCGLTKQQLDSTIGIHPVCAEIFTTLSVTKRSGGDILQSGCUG
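Rat TrxR1, dispensed at 90 nM, was prereduced with 400 uM NADPH (final) for 5 min at ~22 deg C, then incubated with compound 15 min before 400 uM selenite. A first-read NADPH fluorescence drop versus no-compound background flagged substrates.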
LDHA block – qHTS assay for inhibitors of human lactate dehydrogenase | L-lactate dehydrogenase A chain (Homo sapiens), P00338 | purified LDHA, NADH/diaphorase-resazurin fluorescence; stronger effect = lower value | activity change, % (values are at about 110 or 230 µM) | actives 0.15% (n = 480,000) | AID 1347041, 2019; in the data active = activity change below about -30%; inconclusive = mostly about -25% to -30%;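 note: plate controls were DMSO wells for no effect and wells without enzyme for full effect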
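Remaining NADH was detected by diaphorase (0.133 mg/mL) converting 37 µM resazurin to fluorescent resorufin, read at 0 and 20 minutes. The preceding 5-minute room-temperature reaction used 2 nM LDHA, 0.2 mM sodium pyruvate and 0.06 mM NADH at pH 7.4.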
Glioma ERSR ind – qHTS for Inducers of the Endoplasmic Reticulum Stress Response (ERSR) in Human Glioma: qHTS. actives 0.02% (n = 420,000). U87-MG GRP78 promoter luciferase reporter, 16 h. AID 602332, 2012. Potency, µM, without a hit: at the top dose activation, most hits filed as activators; note: potency is the fitted concentration of half-maximal effect; series mostly up to about 76 µM; % of control where 0% means no effect; nearly all actives have a fitted effect of over 35% in size
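Stably transfected U87-MG human glioma cells carrying a GRP78-based luminescent sensor were seeded at 1000 cells/well, pin-dosed with compounds and incubated 16 h. Luciferase reagent was then added, and end-point luminescence was read after 10 min at room temperature.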
Vif-APOBEC3G blk – qHTS for Inhibitors of Vif-A3G Interactions: qHTS. DNA dC->dU-editing enzyme APOBEC-3G (Homo sapiens), Q9HC16. HeLa A3G-eYFP + Vif (tagged APOBEC3G with the HIV-1 protein that degrades it), YFP fluorescence, overnight. Potency, µM (titrated, usually from 46.1 µM), for the others: at the top dose activity, negative = active, actives largely listed as inhibitors. actives 0.076% (n = 410,000). AID 602310, 2012;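 note: potency is the fitted concentration of half-maximal effect; % is set by controls: 0 for no effect and ±100 for the full control effect; nearly all actives have a fitted effect of over 60% in size; hits raise eYFP signal because A3G escapes Vif-driven loss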
Target sequence (Q9HC16 whole entry, looked up): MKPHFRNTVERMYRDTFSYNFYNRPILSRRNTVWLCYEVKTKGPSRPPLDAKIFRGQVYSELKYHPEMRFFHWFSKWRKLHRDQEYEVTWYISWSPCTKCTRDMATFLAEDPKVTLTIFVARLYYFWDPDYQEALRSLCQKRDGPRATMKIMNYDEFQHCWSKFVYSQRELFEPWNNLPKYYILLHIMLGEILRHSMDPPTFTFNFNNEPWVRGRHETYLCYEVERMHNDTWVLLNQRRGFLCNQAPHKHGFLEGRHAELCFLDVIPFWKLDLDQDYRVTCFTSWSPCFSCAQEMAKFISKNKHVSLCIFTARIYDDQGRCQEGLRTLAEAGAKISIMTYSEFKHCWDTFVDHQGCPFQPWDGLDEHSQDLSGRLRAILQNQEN
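Read-out is eYFP fluorescence (Ex 488/Em 500-530) from Vif-expressing HeLa A3G-eYFP cells; more signal means A3G escaped Vif-mediated degradation. Cells plated overnight, compound pinned in, incubated overnight at 37 deg C.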
rTrxR1 inhibitor – qHTS Assay for Inhibitors of Mammalian Selenoprotein Thioredoxin Reductase 1 (TrxR1): qHTS. Thioredoxin reductase 1, cytoplasmic (Rattus norvegicus), O89049. recombinant rTrxR1, NADPH fluorescence consumption, selenite substrate. Potency, µM (highest dose often 114 µM), for inactives: at the top dose activity change, negative = inhibition, hits mostly inhibitors. actives 1% (n = 390,000). AID 588453, 2011; note: potency is the fitted concentration of half-maximal effect; % is set by controls: 0 for no effect and ±100 for the full control effect; nearly all actives have a fitted effect of over 65% in size
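Rat TrxR1 (90 nM in the dispensed reagent) was pre-reduced with 400 uM NADPH for 5 min at room temperature, then incubated with compound for 15 min. After 400 uM selenite was added, NADPH fluorescence (Ex 340/Em 450 nm) was followed for 8 min.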
The depositor's hits bear a star; [ ] = remark or other dose. Unless noted, calls come from the whole dose curve; as a rule, active = well fitted curve in the direction sought with a large enough effect; inconclusive = small, poorly fitted or top-dose-only effect, or another doubt; inactive = no such curve, though single readings can be large; an effect the other way counts as inactive or inconclusive. Only part of the results is shown; count on the stated rates, not on these rows.

Screening COCCN(C(C)=O)c1nnc(-c2ccccn2)s1 returned Vif-A3F inh -15%, RGS4 inhibitor 7%, USP1-UAF1 inh 6%, mIDH1 inhibitor -1%, TrxR1 substrate 20%, LDHA block -3, Glioma ERSR ind 8%, Vif-APOBEC3G blk 2% and rTrxR1 inhibitor 24%.
For CCOC(=O)c1cn(CC2CC2)c2cc(F)c(F)cc2c1=O the results were Vif-A3F inh -5%, RGS4 inhibitor -10%, USP1-UAF1 inh -11%, mIDH1 inhibitor 0%, TrxR1 substrate -3%, LDHA block -8, Glioma ERSR ind -4%, Vif-APOBEC3G blk -1% and rTrxR1 inhibitor 1%.
`Cc1ccc(S(=O)(=O)N(C)Cc2nc(-c3ccccn3)no2)cc1` gave Vif-A3F inh 0%, RGS4 inhibitor 10%, USP1-UAF1 inh 0%, mIDH1 inhibitor 1%, TrxR1 substrate 4%, LDHA block -3, Glioma ERSR ind 7%, Vif-APOBEC3G blk 1% and rTrxR1 inhibitor 3%.
`O=C(Nc1cccc(Cl)c1)c1csc(-c2ccccc2)n1` gave Vif-A3F inh -4%, RGS4 inhibitor -9%, USP1-UAF1 inh -10%, mIDH1 inhibitor 11%, TrxR1 substrate -4%, LDHA block -3, Glioma ERSR ind -1%, Vif-APOBEC3G blk -1% and rTrxR1 inhibitor 6%.
`CN(Cc1ccccc1)S(=O)(=O)c1ccc(F)c(C(=O)Nc2cccc(Cl)c2Cl)c1` gave Vif-A3F inh 4%, RGS4 inhibitor -24%, USP1-UAF1 inh inconclusive, mIDH1 inhibitor 0%, TrxR1 substrate 6%[57.1 µM], LDHA block -1, Glioma ERSR ind -4%, Vif-APOBEC3G blk -4% and rTrxR1 inhibitor 9%[57.1 µM].
`O=C(c1cc(-c2ccncc2)nc2ccccc12)N1CCN(S(=O)(=O)/C=C/c2ccccc2)CC1` gave Vif-A3F inh 0%, RGS4 inhibitor -10%, USP1-UAF1 inh -4%, mIDH1 inhibitor 4%, TrxR1 substrate -3%[11.4 µM], LDHA block -2, Glioma ERSR ind -1%, Vif-APOBEC3G blk -1% and rTrxR1 inhibitor inconclusive.
Screening NC(=O)c1c(NC(=O)c2c(F)cccc2F)sc2c1CCN(Cc1ccccc1)C2 returned Vif-A3F inh -7%, RGS4 inhibitor -17%, USP1-UAF1 inh inconclusive, mIDH1 inhibitor 7%, TrxR1 substrate 14%[57.1 µM], LDHA block -2, Glioma ERSR ind -2%, Vif-APOBEC3G blk -7% and rTrxR1 inhibitor 16%[57.1 µM].
Screening COc1cc(NC(=O)c2ccc(S(=O)(=O)N(C)C)cc2)cc(OC)c1OC returned Vif-A3F inh -12%, RGS4 inhibitor 16%, USP1-UAF1 inh -6%, mIDH1 inhibitor -3%, TrxR1 substrate -2%, LDHA block -1, Glioma ERSR ind -2%, Vif-APOBEC3G blk 0% and rTrxR1 inhibitor -3%.
`CCC(=O)N(C)CCc1cc2c(c(OC)c1/C=N/NC(=O)[C@H]1C[C@@H]1c1ccccc1)OCO2` gave Vif-A3F inh 11%, RGS4 inhibitor -17%, USP1-UAF1 inh -22%, mIDH1 inhibitor 5%, TrxR1 substrate 1%, LDHA block 8, Glioma ERSR ind -2%, Vif-APOBEC3G blk -19% and rTrxR1 inhibitor 18%.
For CC1CCCCN1CCCNC(=O)CCCN1C(=O)c2cccnc2Sc2ccccc21 (stereo not drawn) the results were Vif-A3F inh 4%, RGS4 inhibitor 19%, USP1-UAF1 inh -7%, mIDH1 inhibitor -1%, TrxR1 substrate -19%, LDHA block -16, Glioma ERSR ind 1%, Vif-APOBEC3G blk -1% and rTrxR1 inhibitor -25%.
COc1ccc(CCNC(=O)c2nn(-c3ccc(C)cc3)c(=O)c3c2c2ccccc2n3C)cc1OC was read as RGS4 inhibitor 17%, USP1-UAF1 inh -2%, TrxR1 substrate 1%, LDHA block -3 and rTrxR1 inhibitor 9%.
Cc1ccc(-n2ccc(=O)c(C(=O)Nc3ccc(S(=O)(=O)Nc4nccs4)cc3)n2)cc1 was read as Vif-A3F inh -23%, RGS4 inhibitor 12%, USP1-UAF1 inh -6%, mIDH1 inhibitor -11%, TrxR1 substrate -3%, LDHA block -4, Glioma ERSR ind -3%, Vif-APOBEC3G blk -6% and rTrxR1 inhibitor -1%.
For CCC(=O)NNc1nc2c(C)cccc2s1 the results were Vif-A3F inh 1%, RGS4 inhibitor 16%, USP1-UAF1 inh -12%, mIDH1 inhibitor 2%, TrxR1 substrate 7%, LDHA block 3, Glioma ERSR ind -2%, Vif-APOBEC3G blk 3% and rTrxR1 inhibitor 22%.
Screening O=S1(=O)NC(=NCc2ccco2)c2ccccc21 returned Vif-A3F inh -3%, RGS4 inhibitor 26%, USP1-UAF1 inh 3%, mIDH1 inhibitor 0%, TrxR1 substrate 3%[57.1 µM], LDHA block -17, Glioma ERSR ind -3%, Vif-APOBEC3G blk 0% and rTrxR1 inhibitor 9%[57.1 µM].
For O=C1N=C(c2ccccc2)C(c2ccccc2)N1 (stereo not drawn) the results were Vif-A3F inh -5%, RGS4 inhibitor -11%, USP1-UAF1 inh -21%, mIDH1 inhibitor 9%, TrxR1 substrate 223%[activator], LDHA block 2, Glioma ERSR ind -5%, Vif-APOBEC3G blk 1% and rTrxR1 inhibitor 41%[activator].
`O=C(Nc1cccc(C(F)(F)F)c1)OCc1ccncc1` gave Vif-A3F inh 14%, RGS4 inhibitor -1%, USP1-UAF1 inh 1%, mIDH1 inhibitor 3%, TrxR1 substrate -3%[57.1 µM], LDHA block -1, Glioma ERSR ind -4%, Vif-APOBEC3G blk 1% and rTrxR1 inhibitor -8%[57.1 µM].
O=C(CCC(=O)N1Cc2ccccc2Oc2ncccc21)Nc1ccc(Cl)cc1 was read as Vif-A3F inh -18%, RGS4 inhibitor 1%, USP1-UAF1 inh 1%, mIDH1 inhibitor 10%, TrxR1 substrate 4%, LDHA block -2, Glioma ERSR ind -4%, Vif-APOBEC3G blk 0% and rTrxR1 inhibitor 23%.
COc1ccc(CCNC(=O)C2=C(C)C(=O)OC23CCCCC3)c(OC)c1OC was read as RGS4 inhibitor -5%, USP1-UAF1 inh -9%, TrxR1 substrate 0%, LDHA block -8 and rTrxR1 inhibitor 24%.
Screening O=C(NCCN1CCOCC1)c1ccc(CS(=O)(=O)c2ccc(Br)cc2)o1 returned Vif-A3F inh 0%, RGS4 inhibitor 4%, USP1-UAF1 inh -8%, mIDH1 inhibitor -5%, TrxR1 substrate 6%[57.1 µM], LDHA block -1, Glioma ERSR ind 0%, Vif-APOBEC3G blk 2% and rTrxR1 inhibitor 2%[57.1 µM].
O=C(O)C#Cc1cccc2ccccc12 was read as Vif-A3F inh 10%, RGS4 inhibitor 12%, USP1-UAF1 inh -1%, mIDH1 inhibitor 0%, TrxR1 substrate 0%, LDHA block -2, Glioma ERSR ind -5%, Vif-APOBEC3G blk 0% and rTrxR1 inhibitor 2%.
Screening COc1ccc(/C=N/NC(=O)CN(CCc2ccccc2)S(=O)(=O)c2ccc(NC(C)=O)cc2)cc1OC returned Vif-A3F inh 4%, RGS4 inhibitor 31%, USP1-UAF1 inh -14%, mIDH1 inhibitor 3%, TrxR1 substrate 0%, LDHA block -4, Glioma ERSR ind -2%, Vif-APOBEC3G blk -5% and rTrxR1 inhibitor 10%.
Cc1ccc(NC(=O)NC(=S)NC(=O)c2ccccc2)cc1 was read as Vif-A3F inh -25%, RGS4 inhibitor -1%, USP1-UAF1 inh -1%, mIDH1 inhibitor 2%, TrxR1 substrate -9%, LDHA block -5, Glioma ERSR ind 1%, Vif-APOBEC3G blk -3% and rTrxR1 inhibitor -10%.
Screening CCOc1cc(S(=O)(=O)NC2CCCCCC2)ccc1F returned Vif-A3F inh -2%, RGS4 inhibitor 15%, USP1-UAF1 inh -15%, mIDH1 inhibitor 4%, TrxR1 substrate 6%[57.1 µM], LDHA block -1, Glioma ERSR ind 0%, Vif-APOBEC3G blk -13% and rTrxR1 inhibitor 14%[57.1 µM].
